Screening results (PubChem)
All columns: NCI-60 one-dose screen, growth in % after 48 h at 10 µM unless noted; 100 = growth as untreated, 0 = no growth, -100 = all killed.
DU-145 – DU-145 prostate cancer. 81,000 compounds, 4.2% hits. AID 1794760
SN12C – SN12C renal cancer cells | 81,000 compounds, 3.8% hits
U251 – U251 CNS tumor cells | 80,000 compounds, 5.4% hits
SF-539 – SF-539 CNS cancer; 81,000 compounds, 6.8% hits; AID 1794752
PC-3 – PC-3 prostate cancer cells; 80,000 compounds, 3.9% hits; AID 1794754
TK-10 – TK-10 renal cancer cells | 81,000 compounds, 3.9% hits | AID 1794769
SF-295 – SF-295 CNS cancer cells; 79,000 compounds, 5.6% hits
UO-31 – UO-31 renal cancer; 81,000 compounds, 5.2% hits; AID 1794768
786-0 – 786-0 renal cancer cells; 81,000 compounds, 5.1% hits
An asterisk follows results filed as active; / = no result given; [ ] = dose if it differs, or a comment. The calls were made as follows: active = growth percent below 10; inactive = the rest.

compound,DU-145,SN12C,U251,SF-539,PC-3,TK-10,SF-295,UO-31,786-0
N#CN1CC[C@H](C(=O)Nc2ncc(-c3ccncc3)s2)C1,8.5*,/,1.7*,-20.7*,5.0*,-24.9*,4.5*,8.4*,5.8*
Nc1nc(N)nc(SCC(=O)O)n1,109.4,109.6,116.6,105.0,108.2,117.0,114.4,105.4,109.2
CCOC(=O)/C(=C(/C)NCC(C)C)c1cc(O)c(O)c2c(C)cc(=O)[nH]c12,64.5,42.9,46.8,35.7,34.3,77.7,52.3,59.3,47.4
O=C1CCC2=C3C4CCCC5OC6CC(=O)CCC6=C(C6CCCC(OC2C1)C36)C54 (stereo not drawn),93.6,94.6,95.6,100.6,84.7,113.8,89.6,62.5,110.0
CCCCCCCCCOC(=O)CCCCC(=O)OCCCCCCCCC,106.1,101.7,98.4,110.5,90.3,112.2,110.6,93.2,/
Cc1c(O)c(O)cc2c3c(oc12)CC(c1ccc(Cl)cc1)CC3=O (stereo not drawn),97.2,87.0,93.0,74.2,67.6,105.7,106.4,47.7,99.2
CCNc1nc(Cl)nc(-c2cn(-c3ccccc3)c3ccccc23)n1,127.5,106.2,105.6,96.8,97.0,166.4,112.8,145.6,90.8
O=C(O)c1ccc(-n2cc(CNc3ccccc3)c(-c3ccc(C(F)(F)F)cc3)n2)cc1,89.0,95.7,88.4,93.3,84.7,115.1,75.6,75.1,111.1

Results in DU-145, for some of the entries so far:
| molecule | DU-145 |
| --- | --- |
| Nc1nc(N)nc(SCC(=O)O)n1 | 109.4 |
| N#CN1CC[C@H](C(=O)Nc2ncc(-c3ccncc3)s2)C1 | 8.5* |
| O=C(O)c1ccc(-n2cc(CNc3ccccc3)c(-c3ccc(C(F)(F)F)cc3)n2)cc1 | 89.0 |
| CCNc1nc(Cl)nc(-c2cn(-c3ccccc3)c3ccccc23)n1 | 127.5 |
| CCOC(=O)/C(=C(/C)NCC(C)C)c1cc(O)c(O)c2c(C)cc(=O)[nH]c12 | 64.5 |
| CCCCCCCCCOC(=O)CCCCC(=O)OCCCCCCCCC | 106.1 |

The listing picks up with the 2 entries that preceded the break.
compound,DU-145,SN12C,U251,SF-539,PC-3,TK-10,SF-295,UO-31,786-0
CCNc1nc(Cl)nc(-c2cn(-c3ccccc3)c3ccccc23)n1,127.5,106.2,105.6,96.8,97.0,166.4,112.8,145.6,90.8
O=C(O)c1ccc(-n2cc(CNc3ccccc3)c(-c3ccc(C(F)(F)F)cc3)n2)cc1,89.0,95.7,88.4,93.3,84.7,115.1,75.6,75.1,111.1
CCC(CO)(CO)CO,113.3,99.9,102.8,90.5,95.9,96.9,97.2,93.9,94.9
C/C(=N\N=C1/NC(=O)CS1)c1nnn(-c2ccc([N+](=O)[O-])cc2)c1C,106.6,101.2,101.2,100.2,95.9,105.8,104.4,81.3,102.3
COc1ncnc2c(CN3CCN(Cc4ccccc4)CC3)c[nH]c12,106.6,105.5,96.8,108.8,97.7,111.2,93.6,86.5,104.5
O=c1[nH]c(=S)c2c(n1CCCO)CCC2,108.0,99.7,101.4,103.9,103.1,102.2,101.7,89.9,102.1
Nc1c(C(=O)Nc2ccnc3ccccc23)sc2nc3c(cc12)C(=O)CCC3,100.0,95.4,105.4,102.0,89.8,103.5,102.0,87.8,88.7
CN(C)CCCn1c2c(c3cnccc3c1=O)C(=O)c1ccccc1-2,-16.9*,1.1*,0.2*,-6.3*,-5.4*,3.7*,6.5*,-39.0*,-4.6*
C[C@@H]1C[C@H]2C(=O)O[C@@H](C)[C@H](NC(=O)[C@H](Cc3cc(F)cc(F)c3)NC(=O)Nc3ccc(C4CC4)cc3F)C(=O)N3CCC[C@H]3C(=O)N3CCCC[C@H]3C(=O)N[C@@H](C)C(=O)N2C1,21.8,15.8,20.3,24.7,12.0,38.4,-1.7*,8.7*,20.0
CCOC(=O)c1ccc2n1CCCc1cnc(NC3CCCCC3)nc1-2,92.8,91.7,84.6,93.9,74.9,104.7,88.7,70.5,88.7
CC(=O)Nc1c(C)nc(N)[nH]c1=O,111.1,106.3,104.2,106.8,92.6,99.6,113.7,83.6,121.3
CN1CCc2c(c3ccccc3c3ccccc23)C1,45.7,42.7,/,50.8,64.0,60.9,45.1,42.2,49.8
Cc1nc2c(N)n[nH]c(=O)n2n1,107.8[100 µM],100.3[100 µM],102.9[100 µM],98.6[100 µM],100.4[100 µM],98.2[100 µM],103.6[100 µM],87.8[100 µM],103.7[100 µM]
Nc1c(C(=O)Nc2ccccc2C(F)(F)F)sc2nc3c(cc12)CCCC3,95.9,83.1,/,86.9,58.0,115.2,102.5,102.9,101.2
O=c1[nH]cc(C(F)(F)F)c(=O)[nH]1,104.3,93.9,103.9,93.1,100.6,107.3,97.2,96.1,85.1
Cc1cc(CSC(=N)N)c(C)cc1CSC(=N)N,110.9,103.4,100.5,96.2,95.3,114.3,89.3,86.1,101.8
CCOc1ccc2nc(NC(=O)Nc3ccccc3C)sc2c1,70.3,58.7,48.2,57.1,57.6,64.5,35.2,66.3,64.9
Nc1ccc(N=Nc2ccc(/C=C/c3ccc(N=Nc4ccc(N)c5ccccc45)cc3S(=O)(=O)O)c(S(=O)(=O)O)c2)c2ccccc12,119.9,96.5,102.0,100.1,88.0,96.2,118.3,72.4,100.4

Complete entries as entered above.
Record of Cc1nc2c(N)n[nH]c(=O)n2n1 → DU-145: 107.8[100 µM]; SN12C: 100.3[100 µM]; U251: 102.9[100 µM]; SF-539: 98.6[100 µM]; PC-3: 100.4[100 µM]; TK-10: 98.2[100 µM]; SF-295: 103.6[100 µM]; UO-31: 87.8[100 µM]; 786-0: 103.7[100 µM]
Record of CN1CCc2c(c3ccccc3c3ccccc23)C1 → DU-145: 45.7; SN12C: 42.7; U251: /; SF-539: 50.8; PC-3: 64.0; TK-10: 60.9; SF-295: 45.1; UO-31: 42.2; 786-0: 49.8

Further entries follow.
compound,DU-145,SN12C,U251,SF-539,PC-3,TK-10,SF-295,UO-31,786-0
c1ccc(CCNc2ccc3c(c2)Cc2ccccc2-3)nc1,90.3,96.6,47.8,75.7,50.0,51.9,59.5,/,86.6
CC(=O)c1cc[n+](C)cc1,108.7,98.5,104.1,93.1,/,98.0,94.7,90.9,101.2
COC(=O)Cc1[nH]c(=O)[nH]c1C(=O)OC,107.4,103.4,92.9,101.1,86.1,109.8,107.0,68.0,99.8
N#CCCN1N=C(c2ccc(Cl)cc2)OC(c2ccccc2)C1=O (stereo not drawn),101.8,95.2,83.6,90.3,72.7,65.7,98.9,75.8,88.1
COc1ccc(-c2cc(-c3cccc(Cl)c3)c(C#N)c(=O)[nH]2)c(OC)c1,97.3,97.1,96.4,92.6,92.3,102.7,98.2,85.3,89.7
COC12C=C/C(=C(/C(=O)OCc3csc(SC)n3)C(=O)CCCCCCCCC3(OC)C=C/C(=C(/C(=O)OCc4cnc(SC)s4)C(=O)CCCCCCCC1)O3)O2 (stereo not drawn),50.3,28.9,36.9,27.4,27.4,47.6,14.8,43.5,35.1
COc1ccc(C(Cn2ccnc2)Sc2ccc(Cl)c(Cl)c2)cc1 (stereo not drawn),100.2,88.6,/,95.6,63.1,96.7,/,45.2,77.8
Cc1ccc(-n2cnc3c(=O)[nH]cnc32)cc1,112.4,96.7,102.2,98.9,96.9,106.1,107.4,106.1,111.9
COc1cc2nc(N3CCCC3)nc(NCCc3ccccc3)c2cc1OC,37.6,75.9,/,86.1,67.0,98.3,80.0,69.2,81.5
CN1CCN(Cc2ccc(NC(=O)c3cncc(C#Cc4cnc5ccc(OCC(C)(C)O)nn45)c3)cc2C(F)(F)F)CC1,-36.8*,2.5*,-59.3*,-83.1*,2.2*,-18.5*,-2.6*,-87.9*,-62.3*
COc1cc2c(c(OC)c1OC)CCC(c1cccc(NC(=O)c3ccccc3Br)c1)O2 (stereo not drawn),103.4,101.4,94.2,97.8,78.2,93.7,97.5,67.1,97.8
COc1cccc(-c2nc3sccn3c2-c2ccncn2)c1,99.7,91.2,105.8,94.6,100.7,110.1,97.0,77.5,100.2
CC[C@H](Nc1ncnc2nc[nH]c12)c1nc2cccc(NCCCCCC(=O)O)c2c(=O)n1-c1ccccc1,104.9,96.1,90.4,96.2,87.6,94.3,97.0,87.2,89.4
CN(CCC(=O)c1ccc(Cl)cc1)Cc1ccccc1,113.8,104.7,104.3,105.5,93.9,110.3,100.1,97.7,97.1
O=C(Nc1cccnc1)c1ccc2ccc3ccc(C(=O)Nc4cccnc4)nc3c2n1,14.6,32.4,12.2,-6.6*,33.2,37.1,5.4*,36.3,19.9
Cc1cc(O)c(C(C)C)cc1NC(=S)Nc1cc(C(C)C)c(O)cc1C,119.9,102.7,93.0,108.9,68.4,89.8,102.4,85.3,111.8
CC1SC(c2ccc([N+](=O)[O-])cc2)N(NC(=O)C(O)(c2ccccc2)c2ccccc2)C1=O (stereo not drawn),109.7,126.5,95.0,88.8,/,106.0,43.3,68.7,87.5
CCOc1ccc(-c2[nH]nc3c2C(c2cccs2)C(C#N)=C(N)O3)cc1OC (stereo not drawn),109.9,106.6,97.0,92.6,99.3,101.4,100.4,65.7,97.0
CSc1nc2c(c(=O)[nH]1)C(c1ccc(Cl)cc1)C1=C(N2)/C(=C/c2ccc(Cl)cc2)CN(C)C1 (stereo not drawn),89.2,56.2,58.0,98.5,50.6,/,62.5,29.4,75.7
O=C(NCc1ccc2c(c1)OCO2)c1cccc(-c2ccncc2)c1,99.8,111.2,97.3,94.8,106.8,94.7,85.4,72.8,86.5
COc1ccc(-c2cc(-c3ccccc3)c(C#N)c(=O)[nH]2)c(OC)c1,101.9,96.6,95.0,90.1,93.1,135.0,97.5,71.1,94.3
CS(=O)(=O)c1ccc(-n2nc(C(=O)NCc3ccccc3)cc2-c2ccccc2)cc1,101.1,88.9,89.3,98.0,84.8,118.5,89.6,68.7,80.5
Cc1[nH]n(C(=O)c2ccncc2)c(=O)c1N=Nc1ccc(O)c(C(=O)O)c1,132.2,93.6,119.5,100.3,101.8,83.2,/,78.9,/
O=S1(=O)CCN(Cc2cccnc2)CC1,100.7,107.0,92.4,95.4,96.6,104.0,104.8,91.6,90.1
Nc1nn2c(-c3ccc([N+](=O)[O-])cc3)ccnc2c1N=Nc1ccc(S(N)(=O)=O)cc1,110.2,99.1,98.8,102.5,102.5,111.3,112.2,84.1,99.4
N#Cc1ccc(/C=N/N=C(N)N)cc1,109.4,95.4,107.2,106.1,98.0,103.7,109.0,92.5,99.4
Cn1c(=O)[nH]c2c(c(C(=O)O)nn2C)c1=O,131.1,113.0,107.6,111.7,106.3,106.8,112.5,91.2,116.4
Cc1ccc(C(C)C)c2c1CCC2C (stereo not drawn),112.4,97.4,96.5,101.0,82.9,91.8,98.2,83.5,97.9
CCCCOC(=O)N1CCCC1,113.7,95.0,100.8,102.6,114.0,/,100.3,109.2,93.4
CCCC1=C(C(=O)OCC)C(c2cccc(C#N)c2)C(C(=O)OCC)=C(CCC)N1,98.6,98.7,94.0,85.6,52.6,92.1,88.6,80.9,83.9
COc1ccc(-c2cc(-c3ccc(Nc4ncnc5cc(Cl)ccc45)cc3)nc(N3CCOCC3)n2)cc1OC,101.1,88.9,101.3,88.7,75.2,124.4,103.9,81.2,95.3
COc1cc(Cl)cc(-c2nn(C(=O)NCCN3CCCCC3)cc2-c2ccncc2)c1,115.5,105.1,98.8,97.5,97.0,94.0,105.4,95.9,101.6
Cc1ccc(OCc2ccc(Br)cc2)cc1,98.9,99.5,103.0,106.5,98.9,108.3,113.2,103.8,100.1
COc1ccc2c(c1)[n+]([O-])c(C#N)c(NC(=O)c1ccco1)[n+]2[O-],/,109.6,98.5,107.4,179.1,112.0,99.9,/,105.4
NC(=S)N/N=C/c1ccc(Cl)cc1Cl,106.1,99.4,88.8,90.2,90.7,90.6,86.6,95.6,75.6
O=c1oc2ccc3ccccc3c2cc1-c1cc(-c2ccc(-c3cc(-c4cc5c(ccc6ccccc65)oc4=O)nc(-c4cc5c(ccc6ccccc65)oc4=O)c3)cc2)cc(-c2cc3c(ccc4ccccc43)oc2=O)n1,102.8,100.0,105.4,109.0,91.6,107.9,111.2,83.9,106.9
Cc1cc(=O)[nH]c2c1sc(=O)n2CCC(=O)O,108.0,101.3,/,100.8,97.6,96.4,104.8,82.1,108.4
CC1=N[C@@H]2CN(C(=O)OC(C)(C)C)C[C@@H]2n2c1cc1ccccc1c2=O,110.9,97.1,106.2,99.3,92.0,123.5,108.3,74.9,102.3
NC(=O)c1nnn(Cc2ccccc2)c1N,109.2,100.5,98.6,103.4,93.3,101.8,114.9,101.9,90.7
CCOC(=O)c1cnnn1-c1cc(=O)n(CC)c2ccccc12,109.5,106.8,110.2,105.2,95.4,114.5,103.8,74.7,102.2
O=c1[nH]c2nc(Cl)nc(Cl)c2[nH]1,114.4,101.0,103.3,107.5,106.8,113.9,96.3,95.5,104.3
COc1ccc(/C=N/c2n[nH]c(Nc3ccccc3)n2)cc1,109.8,100.8,99.6,101.0,107.7,103.8,102.8,95.3,99.8
COc1c(O)c2c3c(c1OC)-c1ccccc1CC3N(S(=O)(=O)c1ccc(C)cc1)CC2 (stereo not drawn),36.5,50.0,22.5,41.2,48.5,83.4,85.2,48.0,75.8
Nc1c(C(=O)Nc2ccccc2-c2cn(CCCO)nn2)sc2nc3c(cc12)CCCCC3,83.2,80.5,62.3,32.0,56.1,133.1,45.8,56.6,72.5
CN(C)c1ccc(Cc2cc(-c3ccccc3)nn(C/C(=N/O)c3ccccc3)c2=O)cc1,91.8,17.9,44.3,84.3,30.9,84.5,45.5,36.1,75.4
Oc1ccc(Nc2ccnc3cc(Cl)ccc23)cc1,105.5,84.5,77.2,90.6,/,97.7,89.6,69.6,99.9
